Dicer inh – blocks human Dicer maturation of pre-miR-21. AID 1347074. z-score at 25 µM. 47,000 compounds, 6% hits. cat-ELCCA pre-miR-21 Dicer processing, chemiluminescence; stronger effect = higher value. Q9UPY3; in the data active means z-score above about 3, passing the limit was not always enough;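 further: plate controls were vehicle for no effect and no enzyme for full effect; higher signal means more uncleaved substrate so more Dicer inhibition; strong numbers were not always called active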
Target sequence (Q9UPY3 whole entry, looked up): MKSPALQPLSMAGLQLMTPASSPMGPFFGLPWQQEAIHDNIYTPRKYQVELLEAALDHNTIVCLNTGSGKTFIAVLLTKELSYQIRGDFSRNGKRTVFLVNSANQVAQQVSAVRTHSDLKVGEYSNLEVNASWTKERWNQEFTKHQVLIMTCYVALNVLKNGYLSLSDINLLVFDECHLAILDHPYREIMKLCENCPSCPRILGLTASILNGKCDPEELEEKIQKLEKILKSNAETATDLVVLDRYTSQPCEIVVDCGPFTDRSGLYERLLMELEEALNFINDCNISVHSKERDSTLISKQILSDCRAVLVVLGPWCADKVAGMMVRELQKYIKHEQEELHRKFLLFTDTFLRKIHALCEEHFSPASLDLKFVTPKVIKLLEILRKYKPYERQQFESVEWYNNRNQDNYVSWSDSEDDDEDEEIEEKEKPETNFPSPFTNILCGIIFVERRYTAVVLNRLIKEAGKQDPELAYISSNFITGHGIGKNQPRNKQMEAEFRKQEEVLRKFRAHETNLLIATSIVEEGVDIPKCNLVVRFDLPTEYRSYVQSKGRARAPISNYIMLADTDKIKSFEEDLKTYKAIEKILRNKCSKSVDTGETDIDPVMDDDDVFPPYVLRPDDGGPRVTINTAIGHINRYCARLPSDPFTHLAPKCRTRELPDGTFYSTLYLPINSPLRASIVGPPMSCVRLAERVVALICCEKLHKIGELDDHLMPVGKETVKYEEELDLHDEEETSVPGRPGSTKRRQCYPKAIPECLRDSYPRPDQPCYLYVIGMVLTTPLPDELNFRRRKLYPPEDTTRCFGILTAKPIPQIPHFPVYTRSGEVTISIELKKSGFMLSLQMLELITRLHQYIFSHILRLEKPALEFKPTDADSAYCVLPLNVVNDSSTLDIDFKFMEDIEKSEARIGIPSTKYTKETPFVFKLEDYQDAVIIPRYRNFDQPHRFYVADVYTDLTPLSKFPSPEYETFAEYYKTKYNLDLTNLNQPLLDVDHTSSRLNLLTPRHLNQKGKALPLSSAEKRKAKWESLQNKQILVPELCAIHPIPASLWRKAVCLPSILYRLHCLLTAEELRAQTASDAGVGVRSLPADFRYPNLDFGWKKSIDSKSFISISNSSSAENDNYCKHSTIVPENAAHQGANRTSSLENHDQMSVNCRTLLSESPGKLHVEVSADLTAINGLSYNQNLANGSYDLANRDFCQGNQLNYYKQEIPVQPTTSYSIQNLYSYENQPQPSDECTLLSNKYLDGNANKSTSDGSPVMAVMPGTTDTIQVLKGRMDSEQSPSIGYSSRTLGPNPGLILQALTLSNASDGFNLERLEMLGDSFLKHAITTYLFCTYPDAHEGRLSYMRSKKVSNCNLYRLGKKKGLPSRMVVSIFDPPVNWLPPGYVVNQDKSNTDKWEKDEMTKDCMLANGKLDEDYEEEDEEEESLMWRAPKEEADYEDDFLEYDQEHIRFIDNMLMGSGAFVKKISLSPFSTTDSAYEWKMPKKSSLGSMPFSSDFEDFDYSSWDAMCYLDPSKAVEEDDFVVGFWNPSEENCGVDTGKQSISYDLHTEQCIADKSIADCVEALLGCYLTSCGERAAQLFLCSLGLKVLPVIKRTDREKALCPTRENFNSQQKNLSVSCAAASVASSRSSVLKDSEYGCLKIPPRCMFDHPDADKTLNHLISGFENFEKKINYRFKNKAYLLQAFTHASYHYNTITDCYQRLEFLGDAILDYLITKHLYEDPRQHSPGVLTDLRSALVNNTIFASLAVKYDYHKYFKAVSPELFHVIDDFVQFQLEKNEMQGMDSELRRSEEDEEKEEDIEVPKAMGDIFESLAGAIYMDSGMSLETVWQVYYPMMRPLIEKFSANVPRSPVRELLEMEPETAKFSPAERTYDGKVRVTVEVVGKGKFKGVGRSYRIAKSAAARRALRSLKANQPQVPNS
Active calls of the source: *. Not all compounds are listed (hit frequency here may not be typical).

Start of the data: the first seven entries (preview)
SMILES	Dicer inh
CC(=O)N1N=C(c2ccncc2)OC1c1cn(-c2ccccc2)nc1-c1ccc([N+](=O)[O-])cc1 (configuration not stated)	0.65
CCOC(=O)c1sc2nc(C)n(C)c(=O)c2c1C	-1.3
CCOC(=O)Cn1c2ccc(Cl)cc2c2nc3ccccc3nc21	0.81
CCCCOc1ccc(C2c3c(oc4ccccc4c3=O)C(=O)N2c2nncs2)cc1OCC (configuration not stated)	-0.3
Cc1ccc(-n2nnnc2-c2c[nH]c3cc(Cl)c(F)cc23)cc1	-1.1
CC(=O)O/N=C(\N)Cc1csc2ccc(Cl)cc12	0.01
NC(=Nc1ccccc1)Nc1ccccc1	0.51

The listing (from the top)
SMILES	Dicer inh
CC(=O)N1N=C(c2ccncc2)OC1c1cn(-c2ccccc2)nc1-c1ccc([N+](=O)[O-])cc1 (configuration not stated)	0.65
CCOC(=O)c1sc2nc(C)n(C)c(=O)c2c1C	-1.3
CCOC(=O)Cn1c2ccc(Cl)cc2c2nc3ccccc3nc21	0.81
CCCCOc1ccc(C2c3c(oc4ccccc4c3=O)C(=O)N2c2nncs2)cc1OCC (configuration not stated)	-0.3
Cc1ccc(-n2nnnc2-c2c[nH]c3cc(Cl)c(F)cc23)cc1	-1.1
CC(=O)O/N=C(\N)Cc1csc2ccc(Cl)cc12	0.01
NC(=Nc1ccccc1)Nc1ccccc1	0.51
CC(=C/C(=O)O)/C(=C\c1ccncc1)C(=O)O	0.71
CCOC(=O)C(C)Nc1n[nH]c(=S)[nH]c1=O (configuration not stated)	1.6
COC(=O)c1cc(C#N)c(SCC(=O)Nc2cc(Cl)cc(Cl)c2)nc1C(OC)OC	-2.3
CCOC(=O)C1CCN(c2ccccc2CN(Cc2ccccc2)S(=O)(=O)c2ccc(Cl)cc2)CC1	-1.1
CNC(=S)NNS(=O)(=O)c1ccc(Cl)cc1	-3.3

SMILES	Dicer inh
CSc1nc(-c2ccccc2)[nH]c(=O)n1	1.1
c1ccc(-c2csc3ncn4cnnc4c23)cc1	-0.36
Cc1ccc(I)cc1N=C(N)N=C(N)N	-0.68
CCOC(=O)c1c(N2C(=O)CC(Sc3ccccc3C(=O)O)C2=O)sc(C)c1C (configuration not stated)	0.87
CCc1nc(C)cn1S(=O)(=O)c1cc(Br)ccc1OC	-0.19
CN(C)c1cccc2c(S(=O)(=O)N3CCCCC3)cccc12	54
Cc1ccc(C2CC(C(F)(F)F)n3nc(C(N)=O)cc3N2)cc1 (configuration not stated)	1.6
COc1ccc(C(=O)n2cc3c(n2)-c2cc(Cl)ccc2SC3)cc1	0.56
CN1c2ccccc2C(=O)/C(=N\Nc2cc(C(F)(F)F)cc(C(F)(F)F)c2)S1(=O)=O	-0.2
CCOC(=O)C1=C(C)NC2=C(C(=O)CC(C)(C)C2)C1c1ccc(O)c(OCC)c1 (configuration not stated)	-0.33
COc1ccc(C2CC(=O)Nc3nc(N)[nH]c(=O)c32)cc1 (configuration not stated)	0.32
CN(C)/C=C(\C#N)C(=O)Nc1ccc(F)c(F)c1	-0.44

SMILES	Dicer inh
Cc1ccc(CNC(=O)c2cccnc2Sc2cccc(Cl)c2)cc1	59
CC(NC(=O)NC(C)(C)C)c1ccccc1 (configuration not stated)	0.43
CCOC(=O)c1c(C)noc1/C(C)=N\OC(=O)c1ccccc1	-0.16
O=C1ON=C(c2ccccc2)C1C=C1CCCC1 (configuration not stated)	4.2*
COc1cc(C2C(C#N)=C(N)Oc3c2ccc2ccccc32)cc(Br)c1O (configuration not stated)	3.3*
CCc1n(CC(O)COCC2CC=CCC2)c2ccccc2[n+]1C (configuration not stated)	0.61
Cc1nc(-c2ccc(NS(=O)(=O)c3ccc4ccccc4c3)cc2)cs1	8
O=C(Nc1ccc2c(c1)C(=O)OC2)c1ccno1	-0.84
COC(=O)c1csc2c(C(F)(F)F)cc(N3CCNCC3)nc12	-0.25
CSc1nccc(-c2sc(SC)c(C#N)c2-c2ccccc2)n1	0.18
COc1ccc(C2C3C(=O)N(c4ccccc4)C(=O)C3ON2c2ccccc2)cc1 (configuration not stated)	-0.29
COc1ccc2c(c1)c(=O)oc1cc3occ(-c4ccc(F)cc4)c3cc12	1.5

SMILES	Dicer inh
Cc1cccc2c1N[C@H](c1ccc(C(=O)O)cc1)C1CC=CC21 (some centres not stated)	0.98
COC(=O)c1ccccc1CS(C)(=O)=O	0.04
c1ccc(-c2ccc(-c3csc(N4CCOCC4)n3)cc2)cc1	1.6
C/C(=C\C(=O)Nc1ccc(F)cc1)Nc1ccc(F)cc1	-0.53
O=C(O)c1cccc2c1NC(c1ccc3c(c1)OCO3)C1C3CCC(C3)C21 (configuration not stated)	1
COC(=O)c1cc(C#N)c(SCC(=O)C(C)(C)C)nc1C(OC)OC	0.06
COC(=O)c1ccc(C2Nn3c(C)nnc3SC2C(=O)Nc2cc(C)ccc2C)cc1 (configuration not stated)	0.05
Cc1cc(NC(=O)Nc2cccc(C(F)(F)F)c2)n(C)n1	-1.7
O=c1[nH]c(=O)n(C2CCCO2)cc1F (configuration not stated)	1.7
O=c1cc(C(F)(F)F)[nH]n1-c1ccccc1	-2.6
COc1ccc(C2N(S(=O)(=O)c3ccccc3)CCN2S(=O)(=O)c2ccccc2)cc1	-1.7
FC(F)(F)c1cccc(CSc2ncc(C(F)(F)F)cc2C(F)(F)F)c1	3*

SMILES	Dicer inh
Cc1ccc(CSC2=NCC(C)N2)cc1 (configuration not stated)	3.2*
CC(NC(=O)C(=O)N[C@H](C)c1ccccc1)c1ccccc1 (some centres not stated)	-0.23
O=C(CC1SCCNC1=O)Nc1ccccc1Cl (configuration not stated)	0.15
O=C(CSc1nc2ccccc2[nH]1)Nc1nc2ccccc2s1	-0.54
COc1ccc2[nH]c(=O)c(-c3noc(-c4ccc(Cl)cc4)n3)cc2c1	0.91
CSCCNC(=O)c1ccccc1N	0.74
CCC12CN3CC(CC)(CN(C1)C3c1ccc(O)cc1)C2=O (configuration not stated)	-0.36
CCOc1ccc(S(=O)(=O)NCc2cccnc2)cc1C(C)C	-0.53
CC1=C(C(=O)OC2CCCC2)C(c2cccc(O)c2)C2=C(CC(c3ccccc3)CC2=O)N1 (configuration not stated)	1.9
Cc1cccc(Cl)c1Oc1ccc(C(F)(F)F)cc1[N+](=O)[O-]	-2.3
CC(C)c1ccc(S(=O)(=O)N2CCN(S(=O)(=O)c3ccc(C(C)C)cc3)C(C)C2)cc1 (configuration not stated)	-1.4
CC(=O)NNC(=O)CSc1ncnc2sc3c(c12)CCCC3	-0.81

SMILES	Dicer inh
Cn1nnnc1SCC(=O)NC1Cc2ccccc2C1	1.4
O=C1CSC(c2ccccc2O)N1Cc1ccccc1 (configuration not stated)	2
Cc1ccc(C)n1-c1ccc(-c2n[nH]c(=S)n2-c2ccccc2)cc1	1.3
CC1=NCCN1CCNC(=O)Nc1ccc(F)cc1	-0.14
O=C(Nc1cccc(C(F)(F)F)c1)c1c(F)cccc1F	-0.79
O=C1CCN(C(=O)c2ccc(Cl)cc2Cl)c2ccccc2N1	0.96
COc1cc2c(cc1OC)/C(=C/c1cc(OC)c(OC)c(OC)c1)C(=O)N2	1.7
Cn1c(=O)c2c(nc(NCc3ccc4c(c3)OCO4)n2Cc2ccccc2F)n(C)c1=O	0.07
CCc1c(C)c(C#N)c2nc3ccccc3n2c1NC	0.56
O=C(ON(Cc1c(F)cccc1Cl)Cc1c(F)cccc1Cl)C1CC1	1.8
CNC(=O)NC(=O)CSc1nnc(-c2ccncc2)n1Cc1ccccc1	0.22
CCOC(=O)c1cc(C2CC2)nc2ccccc12	-1.2

SMILES	Dicer inh
Cc1ccc2c(c1)nnc1nnc(SCC(=O)N3CCOCC3)n12	-1.5
CC1(C)CCC2(C=CC(=O)C=C2)C(SCc2ccccc2)=N1	-1.6
Clc1ccc(CN2CCN(C3CCCCC3)CC2)cc1	-2.5
CCOc1ccccc1/C=C1N=C(/C=C/c2ccccc2)OC/1=O	2
CC(C)(C)c1cc(C(F)(F)F)nc(N)n1	1.7
CC1CN(c2ncccc2[N+](=O)[O-])CC(C)O1 (configuration not stated)	1.5
CCOC(=O)c1ccc(Oc2sccc2[N+](=O)[O-])cc1	3.4*
O=C(Cn1c(=O)sc2ccccc21)N1CCN(c2ccccc2)CC1	1.4
Cc1cccc(Cn2c(C)c(C)c(S(=O)(=O)c3ccccc3)c2N)c1C	-1.4
CCOC(=O)c1cc(C)nc(Sc2ccccn2)c1C#N	-2.4
Cc1cc(CN2CC(C)OC(C)C2)cc(C)c1O (configuration not stated)	-2
Cc1nc(C)c(Oc2cccc(C(F)(F)F)c2)c(=O)[nH]1	-0.73

SMILES	Dicer inh
O=[N+]([O-])c1ccc(Oc2ccc(Oc3ccc([N+](=O)[O-])cn3)c(-c3ccccc3)c2)nc1	-0.69
CCOC(=O)c1c[nH]c2c(F)cc(F)cc2c1=O	-0.75
CCn1cc(CNC(=O)c2cc3n(n2)C(C(F)(F)F)CC(c2ccco2)N3)c(C)n1 (configuration not stated)	1.1
O=c1cc(O)c2c(n1-c1ccccc1)CCCCC2	-0.93
Clc1ccc(-c2cnc(SCc3c(Cl)cccc3Cl)o2)cc1	1
COc1ccc(N2CCN(C(=O)N3c4ccccc4Sc4ccccc43)CC2)cc1	1.7
N#CC1=C(N)Oc2n[nH]c(-c3ccccc3)c2C1c1ccc([N+](=O)[O-])s1 (configuration not stated)	-8.1
O=C1C(=O)N(CCCn2ccnc2)C(c2cccc(Br)c2)/C1=C(\O)c1ccc(F)cc1 (configuration not stated)	0.31
Cc1cc(NC(=O)NCC(O)c2ccccc2)c(C(F)(F)F)o1 (configuration not stated)	-1.3
Cc1ccc(-n2cccc2)c(NC(=O)c2c(-c3c(Cl)cccc3Cl)noc2C)c1	0.7
CCOC(=O)NC(Nc1ccccc1C)(C(=O)OCC)C(F)(F)F (configuration not stated)	-1.2
CC1=C(C(=O)OCC(C)C)C(c2ccc(F)cc2)C2=C(CC(c3cccs3)CC2=O)N1 (configuration not stated)	-0.18

SMILES	Dicer inh
Cc1cc(N2C(=O)C3C4C=CC(C4)C3C2=O)no1 (configuration not stated)	3.7*
CCOc1ccccc1C1C(C#N)=C(N)Oc2ccc3ccccc3c21 (configuration not stated)	-0.78
Cn1c(=O)c2[nH]c(-c3ccco3)nc2n(C)c1=O	0.85
COCCNC(=O)C(=O)NC1CC(C)(C)NC(C)(C)C1	-0.81
CC(C)(C)C(=O)OCOC(=O)[C@@H]1N2C(=O)[C@@H](NC(=O)[C@H](N)c3ccccc3)[C@H]2SC1(C)C	0.14
COc1ccc(N2C(=O)CC(N3CCC(C(=O)O)CC3)C2=O)cc1 (configuration not stated)	0.07
C#C[C@]1(O)CC[C@H]2[C@@H]3CCC4=Cc5oncc5C[C@]4(C)[C@H]3CC[C@@]21C	0.05
Cc1ccc2nc(NC(=O)C(C)(C)C)[nH]c(=O)c2c1	-0.47
COc1ccc(CN2CCN(Cc3ccc4c(c3)OCO4)CC2)cc1	0.54
O=C(N1CCN(CCO)CC1)N1c2ccccc2C=Cc2ccccc21	-0.57
O=C(NCCNc1ncc(C(F)(F)F)cc1Cl)C1=Cc2cc(Cl)ccc2OC1	-0.07
ONC=NCc1ccccc1OC(F)(F)F	0.66

SMILES	Dicer inh
CCOc1ccc(Oc2cc(C)nc(SC)n2)nn1	-0.88
CCc1ccc(C(=O)/C=C/Sc2ccccn2)cc1	4.2*
Cc1ccc(C)c(NC(=S)Nc2c(Cl)cccc2Cl)c1	2.5
Cc1cc(NC(=O)Nc2cc(Cl)sc2Cl)no1	-0.94
CCCOc1ccc(N2CC(C(=O)O)CC2=O)cc1 (configuration not stated)	-0.24
CC(=O)O[C@]1(C(C)=O)CC[C@H]2[C@@H]3C=C(Cl)C4=CC(=O)CC[C@]4(C)[C@H]3CC[C@@]21C	1.1
COC(=O)c1c(C)nc(C)c2c(=O)oc3ccccc3c12	0.08
Cc1ccc(C(=O)CC2(O)C(=O)N(Cc3ccccc3C)c3ccc(Cl)cc32)o1 (configuration not stated)	1.3
Oc1c(C(Nc2ccc(Cl)cc2)c2cccnc2)ccc2cccnc12 (configuration not stated)	15
CCOC(=O)c1ncoc1-c1ccc(Cl)cc1Cl	-0.51
COc1ccc(OC)c(C2Nc3ccccc3NC3=C2C(=O)CC(C)(C)C3)c1 (configuration not stated)	-2.3
COc1cc(CNCCSc2nnnn2C)ccc1OCc1ccc(F)cc1Cl	-0.32

SMILES	Dicer inh
CN(C)CCCN1c2ccccc2CCc2ccccc21	0.74
CCCCOC(=O)Nc1ccc(S(=O)(=O)Nc2onc(C)c2C)cc1	1.4
CN(CCc1ccccn1)S(=O)(=O)c1cccc(Cl)c1	0.44
N#Cc1cnc(Sc2nnc(-c3ccco3)n2-c2ccccc2)nc1N	-6.4
FC(F)(F)c1cccc(-c2ccc(-c3cccc(C(F)(F)F)c3)o2)c1	0.75
COc1nc(NC(=O)NS(=O)(=O)Oc2ccc(Cl)cc2Cl)nc(C23CC4CC(CC(C4)C2)C3)n1	0.53
CSc1sc(C#N)c2c1C(=O)/C(=C/N(C)C)CC2	-0.13
CC(C)S(=O)(=O)c1csc(C(=O)N/N=C/C(C)(C)C)c1-n1cccc1	-1.9
CCOC(=O)C(NC(C)=O)C(=O)OCC	-0.76
Clc1ccccc1C1CC(c2ccco2)n2ncnc2N1 (configuration not stated)	-1.2
CCOC(=O)C12C(=O)OC(C)(C)C1C2(CC)C(=O)c1ccc(F)cc1 (configuration not stated)	1.3

Assay outcomes: PubChem, Center for Chemical Genomics, University of Michigan
